TAAR1 ag – human TAAR1 agonists, primary screen, Fluo-8 calcium fluorescence, CHO RD-HGA16 cells; vehicle wells 0%, saturating PEA agonist 100%; activation, % at 3 µM; 360,000 compounds, 0.99% hits; AID 624467, 2012;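 active means activation above the mean activation of all test compounds in the run plus 3 SD, cut at about 38% in these data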
Target sequence (Q96RJ0 whole entry, looked up): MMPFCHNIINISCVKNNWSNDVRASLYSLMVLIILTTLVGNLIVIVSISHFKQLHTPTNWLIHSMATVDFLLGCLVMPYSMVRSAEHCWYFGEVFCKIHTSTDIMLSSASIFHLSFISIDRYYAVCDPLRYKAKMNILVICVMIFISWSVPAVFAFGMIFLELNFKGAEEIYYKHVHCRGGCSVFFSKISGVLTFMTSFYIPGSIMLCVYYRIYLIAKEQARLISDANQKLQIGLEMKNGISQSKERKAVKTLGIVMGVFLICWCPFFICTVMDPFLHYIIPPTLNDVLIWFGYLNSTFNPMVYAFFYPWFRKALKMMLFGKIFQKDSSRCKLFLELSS
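System: CHO-derived RD-HGA16 cells with stable Gα16 and human TAAR1. Times: 17-24 h plating, Fluo-8 75 min 37 °C, 30 min RT. Measured by: calcium-sensitive Fluo-8 signal, excitation 470-495, emission 515-575 nm. Read-out basis: % activation relative to PEA EC100 response. Control set: DMSO and PEA EC100. Repeats: no replicates (n 1).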
M1 ag parental – counter-screen for M1 agonists: effect in parental CHO-K1 cells | Fluo-8 calcium fluorescence; scaled to maximal ATP response, vehicle zero | activation, % at 3 µM | AID 602248, 2012 | 360,000 compounds, 0.48% hits; in the data active means activation above about 15%;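 further: untransfected CHO-K1 host cells lacking M1 receptor as counterscreen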
OXTR potentiate – human OXTR potentiators, primary screen, fluorescence, CHO-OTR cells, Fluo-8 calcium. Oxytocin receptor (Homo sapiens), P30559. Fluo-8 calcium fluorescence, potentiator mode; 0% = oxytocin EC15, 100% = EC100. activation, % at 3 µM. 320,000 compounds, 0.061% hits. AID 2445, 2010;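 active means activation above that plate's cutoff, the mean activation of tested compounds plus 3 SD, cut at about 6.6% in these data, passing the limit was not always enough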;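 further: 100% uses oxytocin at 75 nM as the full agonist control; some results filed as inactive read as strong as hits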
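test system = CHO-OTR cells, human receptor | compound = single-point 3.0 µM | schedule = 6 min compound pre-incubation at room temperature, 100 s kinetic read | signal = Fluo-8 no-wash calcium dye fluorescence, excitation 470-495 nm, emission 515-575 nm | repeats = single well per compound, singlicate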
CHO-K1 Ca antag – M1 antagonist counterscreen hit in parental CHO-K1 cells. ATP-induced calcium, Fluo-8 fluorescence. inhibition, % at 3 µM. 360,000 compounds, 0.6% hits;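 active means inhibition above a per-plate cutoff, the plate's mean sample inhibition plus 3 SD, cut at about 24% in these data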;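 further: 0% = DMSO plus EC80 ATP and 100% = DMSO alone without ATP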
M1 PAM parental – nonselective calcium activators in parental CHO-K1 cells, primary screen, counter-screen for M1 PAM project, cell-based, Fluo-8 calcium fluorescence, full deck, 1536-well. activation, % at 3 µM. ATP EC20; 0% at ATP EC20, 100% at ATP max. AID 602247, 2012. 360,000 compounds, 0.02% hits;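 active means activation above the run cutoff, the mean activation of all test compounds plus 3 SD, cut at about 40% in these data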;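 further: peak over basal fluorescence ratio in a 140 s read after ATP addition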
V1R ag counter – agonists of human V1a receptor, primary screen, counter-screen for OXTR agonist project, fluorescence, CHO-V1R cells; Fluo-8 calcium fluorescence, agonist mode; 0% DMSO, 100% 3 nM vasopressin; activation, % at 3 µM; 320,000 compounds, 0.25% hits; AID 2797, 2010;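 active means activation above the mean activation of all tested compounds plus 3 SD, per screening run, cut at about 20% in these data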;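 further: signal is peak over basal fluorescence ratio across a 100 second FLIPR read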
Target sequence (P37288 whole entry, looked up): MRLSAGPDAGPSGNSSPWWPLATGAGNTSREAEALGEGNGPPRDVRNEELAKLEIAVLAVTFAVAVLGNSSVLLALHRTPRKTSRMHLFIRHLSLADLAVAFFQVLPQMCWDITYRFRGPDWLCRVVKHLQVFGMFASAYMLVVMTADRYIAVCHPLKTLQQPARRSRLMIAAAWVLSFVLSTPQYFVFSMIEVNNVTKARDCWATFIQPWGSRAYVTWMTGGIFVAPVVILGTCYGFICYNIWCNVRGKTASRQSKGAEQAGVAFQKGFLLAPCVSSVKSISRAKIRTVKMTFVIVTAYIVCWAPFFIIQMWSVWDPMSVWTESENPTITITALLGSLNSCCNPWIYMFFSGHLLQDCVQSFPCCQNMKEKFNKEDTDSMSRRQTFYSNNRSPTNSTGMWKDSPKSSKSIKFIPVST
TAAR1 antagonist – human TAAR1 antagonists, primary screen, Fluo-8 calcium fluorescence, CHO RD-HGA16 cells; Trace amine-associated receptor 1 (Homo sapiens), Q96RJ0; 360,000 compounds, 1.5% hits; antagonist; inhibition, % at 3 µM;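 active means inhibition above a per-plate cutoff, the mean inhibition of test compounds on that plate plus 3 SD, cut at about 49% in these data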;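 further: 0% = DMSO plus EC80 beta-PEA response and 100% = DMSO alone without agonist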
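System: CHO RD-HGA16 cells bearing hTAAR1. Reagent: EC80 β-phenethylamine stimulus. Schedule: seeding 17-24 h prior, 75-min 37 °C, 30-min RT dye loading. Signal: Fluo-8 intracellular calcium dye fluorescence, real-time kinetic reads. Read-out: % inhibition from peak post-agonist over basal fluorescence ratio. Benchmarks: vehicle wells and EC80 agonist wells. Replicates: n of 1.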
CHRM1 agonist – human M1 muscarinic receptor agonists, primary screen, Fluo-8 calcium fluorescence, CHO-K1 cells, HTS | activation, % at 3 µM | Muscarinic acetylcholine receptor M1 (Homo sapiens), P11229 | AID 588814, 2011 | 360,000 compounds, 0.33% hits | CHO-K1 hM1, agonist mode; 0% DMSO, 100% acetylcholine EC100;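 active means activation above the run's mean compound activation plus 3 SD, cut at about 16% in these data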;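 further: peak over basal fluorescence ratio within a 140 s kinetic read after compound addition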
CHO parental Ca – ATP-evoked calcium signal inhibitors, parental CHO, primary screen, counter-screen for OX1R antagonist project, cell-based, fluorescence, Fluo-8 calcium dye; parental CHO-K1, ATP-induced calcium, Fluo-8 fluorescence; inhibition, % at 5.6 µM; 330,000 compounds, 0.63% hits; AID 463079, 2010;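 active means inhibition above that plate's mean sample inhibition plus 3 SD, cut at about 26% in these data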;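 further: 0% = ATP-challenged DMSO wells and 100% = DMSO wells without ATP; some compounds past the cut are filed as inactive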
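Test system: untransfected parental CHO cell line. Compound: one dose, 5.6 µM nominal. Detection: intracellular calcium via Fluo-8 no-wash fluorescent dye. Measure: % inhibition. Benchmarks: ATP-challenged DMSO wells low, unchallenged DMSO wells high.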
The depositor's hits bear a star; nt = not tested or not shown.

SMILES | TAAR1 ag | M1 ag parental | OXTR potentiate | CHO-K1 Ca antag | M1 PAM parental | V1R ag counter | TAAR1 antagonist | CHRM1 agonist | CHO parental Ca
Cc1nc(-c2ccc(C(=O)Nc3cccc(Br)c3)cc2)cs1 | 15 | 3.2 | -16 | 0 | 4 | 5.5 | 24 | -7 | -3
CCOc1cc(OCC)cc(C(=O)NCCN2CCC(n3c(=O)[nH]c4ccccc43)CC2)c1 | 2 | 1.3 | nt | 12 | -5 | nt | 2 | nt | nt
O=C(CCC1CCCCC1)Nc1ccc(C(=O)c2ccncc2)cc1 | 7 | 2.5 | -27 | -15 | 21 | 6.1 | 66* | -5 | -4
CCOC(=O)c1ccc(NC(=O)NNC(=O)CCc2ccc(OC)cc2)cc1 | 0 | 0.5 | nt | 5 | -1 | nt | -8 | -1 | nt
CN(C)S(=O)(=O)c1cccc(NC(=S)N/N=C/c2cccc(O)c2)c1 | 16 | 4.2 | -15 | 1 | 14 | 2.3 | 22 | -1 | -4
COc1cc(/C=C(/NC(=O)c2ccccc2)C(=O)Nc2ccc(O)cc2)c([N+](=O)[O-])cc1OC | 2 | 0.3 | -4 | -1 | -5 | 0.7 | 4 | -3 | -10
Nc1c(C(=O)N/N=C/c2cccnc2)oc2nc(-c3ccccc3)cc(-c3ccco3)c12 | 1 | 0.9 | -3 | 14 | -24 | 1.9 | -15 | -2 | -17
CCOc1ccc(CCNC(=O)CCS(=O)(=O)c2ccc(Br)cc2)cc1OCC | 5 | 0.1 | -10 | -14 | 0 | -0.4 | -26 | -3 | -24
CC1CC(O)(CC(O)(c2ccccc2)c2ccccc2)C(C)CN1C (configuration not stated) | 3 | 14 | -18 | -4 | 12 | 0.4 | -16 | -7 | -25
Cc1ccc(Nc2nc(N)[nH]c(=O)c2N=O)cc1 | 3 | 1.1 | -8 | -9 | -7 | 1.1 | -20 | -3 | 2
Nc1ccc2c(C(F)(F)F)cc(=O)oc2c1 | 3 | 0.7 | -6 | 10 | -2 | -0.4 | 12 | -4 | -14
CCOc1ccc(S(=O)(=O)N2CCC(C(=O)NCC3CCCO3)CC2)cc1C (configuration not stated) | -2 | -1.2 | -1 | -11 | -22 | -0.3 | -4 | -7 | -12
CCOc1ccc(C(=O)CCC(=O)N2CCN(c3ncccn3)CC2)cc1 | -1 | 0.4 | -6 | 5 | -6 | 4.5 | -1 | -4 | -22
COc1ccc([N+](=O)[O-])cc1NC(=O)CS(=O)(=O)c1ccc(C)cc1 | 0 | 3.7 | -18 | -1 | 13 | 6.0 | 1 | 2 | 7
C/C(=N\NC(=O)c1cc([N+](=O)[O-])cc([N+](=O)[O-])c1)c1ccco1 | 5 | 0.1 | 1 | 4 | 2 | -0.4 | 5 | -7 | -8
Cc1cccc(-n2c(SCC(=O)N3CCCC3)nnc2-c2ccccn2)c1C | 7 | -0.1 | -11 | 1 | -3 | -1.0 | -1 | -2 | -5
Cc1onc(-c2c(Cl)cccc2Cl)c1C(=O)Nc1ccc(N2CCOCC2)cc1 | 3 | 2.2 | -9 | -7 | -6 | 0.5 | -6 | -2 | -18
Cc1cccc(C(=O)N2CC3(C)CC2CC(C)(C)C3)c1 (configuration not stated) | 2 | 0.2 | 0 | -7 | 25 | -1.8 | -18 | -8 | -2
CCCCCCc1ccc(-c2ncc(N)cn2)cc1 | 4 | 3.5 | -6 | 9 | 3 | 2.1 | -2 | -1 | 17
O=c1[nH]c(=S)[nH]c2c1C(c1ccc(F)cc1)OC(CCC(F)(F)F)C2 (configuration not stated) | 1 | 0.8 | nt | -12 | 13 | nt | -11 | -2 | nt
COc1ccc(-c2csc3ncnc(N4CCN(C(=O)c5ccco5)CC4)c23)cc1 | 4 | 1.1 | -1 | -10 | 6 | -1.1 | -11 | -2 | -12
CC1CCN(S(=O)(=O)c2ccc3c(c2)CCN3C(=O)CCC(=O)O)CC1 | 16 | 0.7 | -1 | -14 | 7 | 0.6 | 16 | -1 | -4
CC(=O)N1CCCc2cc(S(=O)(=O)NC(C(=O)NCc3ccc(C)cc3)C(C)C)ccc21 (configuration not stated) | 2 | 0.2 | -12 | -12 | 29 | -0.7 | -8 | -4 | -38
CCCNc1sc(S(=O)(=O)CCC)nc1S(=O)(=O)c1ccc(C)cc1 | 4 | 0.4 | 0 | -14 | 14 | -0.7 | -5 | -3 | -25
C=CCN=C1SCC(=O)N1S(=O)(=O)c1ccccc1 | 0 | 0.9 | -8 | -5 | 18 | 2.2 | 6 | -4 | -18

Looked up one by one from above, three records:
SMILES | TAAR1 ag | M1 ag parental | OXTR potentiate | CHO-K1 Ca antag | M1 PAM parental | V1R ag counter | TAAR1 antagonist | CHRM1 agonist | CHO parental Ca
Nc1c(C(=O)N/N=C/c2cccnc2)oc2nc(-c3ccccc3)cc(-c3ccco3)c12 | 1 | 0.9 | -3 | 14 | -24 | 1.9 | -15 | -2 | -17
COc1cc(/C=C(/NC(=O)c2ccccc2)C(=O)Nc2ccc(O)cc2)c([N+](=O)[O-])cc1OC | 2 | 0.3 | -4 | -1 | -5 | 0.7 | 4 | -3 | -10
Nc1ccc2c(C(F)(F)F)cc(=O)oc2c1 | 3 | 0.7 | -6 | 10 | -2 | -0.4 | 12 | -4 | -14

The list goes on.
SMILES | TAAR1 ag | M1 ag parental | OXTR potentiate | CHO-K1 Ca antag | M1 PAM parental | V1R ag counter | TAAR1 antagonist | CHRM1 agonist | CHO parental Ca
Cc1ncoc1C(=O)N1CCCC(N2CCN(c3cccc(C(F)(F)F)c3)CC2)C1 (configuration not stated) | -1 | 1.9 | -5 | -2 | -15 | 0.5 | -23 | -2 | -26
CN(c1ccccc1)S(=O)(=O)c1ccc(Cl)c(C(=O)OCC(=O)NCc2ccco2)c1 | 0 | 4.0 | 0 | -13 | -8 | -1.2 | 6 | -2 | -14
COc1cc(C2NC(=O)NC3=C2C(=O)OC3)cc(OC)c1OC (configuration not stated) | 3 | -0.4 | -10 | -8 | -3 | 1.0 | -24 | -2 | 6
CC(C)C1=NN2C(=N)CC(=O)N=C2S1 | -2 | 0.4 | -3 | -16 | 16 | 1.1 | -9 | 1 | -12
CCc1nnc(NC(=O)c2cccc(S(=O)(=O)N3CCN(c4ccccc4)CC3)c2)s1 | 4 | 1.3 | -10 | -4 | 15 | 1.6 | -23 | -3 | 0
COc1cc(/C=C(/C#N)c2nc3ccccc3[nH]2)ccc1OCC(=O)Nc1ccccc1C(C)C | 6 | 2.4 | -9 | -32 | 13 | 0.4 | 21 | -1 | -16
O=C(CCc1nc2ccccc2c(=O)[nH]1)Nc1cccc(S(=O)(=O)N2CCCCC2)c1 | 2 | 2.3 | -13 | -11 | 9 | -0.6 | 3 | -5 | -1
CC1(C)CCC(=O)N2CC[C@H]3C[C@H](OC(=O)Nc4ccc5c(c4)OCO5)C[C@@H]1[C@H]32 | 6 | -0.3 | -5 | -5 | -7 | -0.7 | 0 | -4 | -22
O=C(Cn1c(C2CC2)nc2ccccc2c1=O)Nc1ccc(Br)cc1 | 12 | 0.2 | -2 | 11 | -7 | 2.4 | 7 | -1 | -9
Cc1ccc2[nH]c(=O)c(CN(CCc3ccccc3)Cc3nnnn3CC3CCCO3)cc2c1 (configuration not stated) | 87* | 1.5 | -8 | -10 | 20 | -0.1 | 79* | -7 | -19
Cc1ccc(CNC(=O)CSc2nc3ccccc3c(=O)n2CCCO)cc1 | 5 | 3.1 | -4 | -18 | 11 | 1.2 | -11 | -5 | -17
CCOC(=O)C1CCCN(C/C=C/c2ccccc2)C1 (configuration not stated) | 0 | -0.3 | nt | 4 | -16 | nt | -17 | -11 | nt
CC(=O)Nc1cccc(NC(=O)Cc2ccc3ccccc3c2)c1 | 8 | 5.5 | -19 | 2 | 2 | 9.4 | 11 | 4 | 9
O=C1O[C@@H](c2ccccc2)C[C@@H](O)[C@H](O)CCCc2ccccc21 | 3 | 1.0 | nt | -6 | 25 | nt | 1 | nt | nt
Cc1onc(-c2ccccc2Cl)c1C(=O)NCc1ccc(S(N)(=O)=O)cc1 | 8 | -0.2 | -10 | 2 | 9 | 0.6 | 9 | -1 | -9
CCCCCCn1c(SCC(=O)OC)nc2c1c(=O)[nH]c(=O)n2C | 2 | 4.1 | -3 | 13 | 3 | 0.8 | -29 | -5 | -11
CC(=O)Nc1ccc(CN2CCN(Cc3ccc(C)cc3)C(CCO)C2)cc1 (configuration not stated) | 0 | 0.6 | -21 | -8 | 13 | 1.1 | -8 | -6 | -12
CC(C)N(c1ccccc1)c1ccc(NC(=O)COC(=O)CCN2C(=O)c3cccc([N+](=O)[O-])c3C2=O)cc1 | 1 | 3.6 | -5 | -1 | 22 | 0.5 | 12 | -6 | 6
COc1cccc(/C(O)=C2/C(=O)C(=O)N(c3ccccn3)C2c2ccc(OC)c(OC)c2)c1 (configuration not stated) | 9 | 0.4 | -6 | 1 | 11 | 1.0 | -5 | -2 | 1
Cc1ccnc(NC(=O)C2CCN(S(=O)(=O)c3cccc(C(F)(F)F)c3)CC2)c1 | 1 | 0.5 | -3 | -1 | -3 | 1.8 | -5 | -3 | -10
Cc1ccc(-c2nnn(CC(=O)N3CCCCC3)n2)c(-n2cnnn2)c1 | 8 | 0.5 | 3 | -10 | 19 | 0.5 | -11 | -2 | -13
O=C(Nc1ccccc1Cl)O/N=C/c1ccc(F)cc1 | 2 | 1.1 | nt | -3 | 4 | nt | -13 | -2 | nt
CC(C)CN(C(=O)CCCOc1ccc(Cl)cc1Cl)c1c(N)n(Cc2ccccc2)c(=O)[nH]c1=O | 0 | 0.0 | -11 | 9 | -21 | 0.5 | -21 | -3 | -28
O=C(CCc1nc2ccccc2c(=O)[nH]1)N1CCN(S(=O)(=O)c2ccccc2Br)CC1 | 4 | 2.0 | -3 | -6 | 7 | -0.3 | -3 | -6 | -14
CC(C)(C)OC(=O)C[C@@H]1C/C=C\C[C@H](CC(=O)NCCO)C(=O)N[C@H](Cc2ccccc2)COC1=O | 4 | 0.0 | -8 | -6 | -3 | 0.5 | 10 | -4 | 3
CCCCOC(=O)Nc1nc2ccccc2s1 | 17 | 0.5 | -9 | -7 | 14 | 0.9 | -3 | -2 | -8

Bioassay records from PubChem BioAssay.
